Caspase-7 inhib: qHTS Assay for Allosteric/Competitive Inhibitors of Caspase-7; P55210; recombinant caspase-7, Ac-DEVD-AFC fluorescence rate; Potency, µM (series often up to 57.5 µM), without a hit: at the top dose activity change, negative = inhibition, usual class: inhibitors; actives 0.02% (n = 75,000); active means well fitted inhibition curve with a large enough effect in the main read-out, with a control signal flat, not every such curve was filed as active; inconclusive means small, poorly fitted or top-dose-only effect, or a change in a side signal; further: potency means the concentration at half of the fitted maximal effect; % of control where 0% means no effect
Target sequence (P55210 24-198 limits assumed): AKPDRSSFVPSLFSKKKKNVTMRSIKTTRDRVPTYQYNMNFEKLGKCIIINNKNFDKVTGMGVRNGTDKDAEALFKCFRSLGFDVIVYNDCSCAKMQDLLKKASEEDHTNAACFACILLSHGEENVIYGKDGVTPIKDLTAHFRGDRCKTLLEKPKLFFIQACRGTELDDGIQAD
Target sequence (P55210 207-303 limits assumed): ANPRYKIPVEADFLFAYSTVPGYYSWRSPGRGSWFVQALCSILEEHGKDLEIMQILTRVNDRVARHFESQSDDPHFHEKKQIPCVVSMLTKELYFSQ
Fluorescein fluor: qHTS Assay for Spectroscopic Profiling in Fluorescein Spectral Region. actives 0.91% (n = 59,000). Compound autofluorescence, 480/540 nm, fluorescein-equivalent; hits give high values. max fluorescein-equivalent concentration, M. AID 593, 2007; in the data active means max fluorescein-equivalent concentration above about 10 nM; inconclusive means between about 1.1 nM and that limit
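In this qHTS profile, compound fluorescence was measured with a 480 nm/540 nm filter pair following a 15-min room-temperature incubation in 100 mM Tris (pH 8.0). A six-point fluorescein series on each plate served for normalization.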
FLuc inh: qHTS Assay for Inhibitors of Firefly Luciferase. Luciferin 4-monooxygenase (Photinus pyralis), P08659. purified firefly luciferase, luminescence, 8 min. Potency, µM (doses to about 57.1 µM), for the others: at the highest dose activity change, negative = inhibition, most hits filed as inhibitors. actives 2.2% (n = 72,000). AID 411, 2009; further: potency means the concentration at half of the fitted maximal effect; on the % scale 0 is the no-effect control and ±100 the full control effect; nearly all actives have a fitted effect of over 40% in size
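qHTS concentration-response profiling: light output of P. pyralis luciferase with luciferin and 10 uM ATP, imidazole buffer pH 7.2. Read by luminescence after 8-min room-temperature incubation.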
ERK AVP block: qHTS Assay for Inhibitors of the ERK Signaling Pathway using a Homogeneous Screening Assay. HEK293-V1b, vasopressin-stimulated pERK AlphaScreen. Potency, µM (highest dose often 57.5 µM), for inactives: at the top dose activity, negative = inhibition, hits mostly inhibitors. actives 0.99% (n = 72,000). AID 995, 2007; further: potency means the concentration at half of the fitted maximal effect; on the % scale 0 is the no-effect control and ±100 the full control effect; nearly all actives have a fitted effect of over 55% in size
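HEK293 cells stably expressing V1b receptor, preincubated 30 min at 37 °C with compound, then stimulated 5 min with 25 nM vasopressin. Phospho-ERK by AlphaScreen SureFire after 5 h RT; normalized to DMSO and vasopressin; AC50 by Hill fit.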
Tau filament bind: qHTS Assay for Tau Filament Binding. Microtubule-associated protein tau (Homo sapiens), P10636. recombinant tau filaments, thioflavin S fluorescence, 15 h; filaments grown with octadecylsulfate alongside compound. Potency, µM (doses to about 57.1 µM), for the others: at the top dose activity change, negative = inhibition. actives 2% (n = 71,000);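 further: potency means the concentration at half of the fitted maximal effect; on the % scale 0 is the no-effect control and ±100 the full control effect; actives lower thioflavin S fluorescence by blocking filaments or displacing dye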
Target sequence (P10636 whole entry, looked up): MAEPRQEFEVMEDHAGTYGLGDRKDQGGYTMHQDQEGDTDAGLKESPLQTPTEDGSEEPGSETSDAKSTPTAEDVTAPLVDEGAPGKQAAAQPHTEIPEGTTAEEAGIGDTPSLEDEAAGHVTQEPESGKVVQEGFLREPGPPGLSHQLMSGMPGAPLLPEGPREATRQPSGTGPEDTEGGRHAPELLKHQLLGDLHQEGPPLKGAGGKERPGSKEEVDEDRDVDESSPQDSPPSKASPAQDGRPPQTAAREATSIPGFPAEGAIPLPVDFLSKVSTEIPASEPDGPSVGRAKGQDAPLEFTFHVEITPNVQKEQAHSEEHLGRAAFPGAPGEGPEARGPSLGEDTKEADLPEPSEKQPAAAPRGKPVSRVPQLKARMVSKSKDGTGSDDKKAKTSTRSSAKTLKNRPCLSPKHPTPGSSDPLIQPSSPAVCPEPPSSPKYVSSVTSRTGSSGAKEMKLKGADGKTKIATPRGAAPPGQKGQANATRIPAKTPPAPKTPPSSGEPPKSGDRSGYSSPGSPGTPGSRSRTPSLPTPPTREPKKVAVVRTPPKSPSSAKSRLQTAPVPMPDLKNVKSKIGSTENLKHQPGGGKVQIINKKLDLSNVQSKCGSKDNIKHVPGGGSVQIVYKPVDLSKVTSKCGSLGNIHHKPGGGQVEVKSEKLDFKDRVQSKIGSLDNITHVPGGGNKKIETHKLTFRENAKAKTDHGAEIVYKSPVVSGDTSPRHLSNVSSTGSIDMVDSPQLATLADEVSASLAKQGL
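Tau 2 uM in ThS buffer dispensed; compound added; 60 uM ODS added (finals 1 uM tau, 30 uM ODS); 15 h 37 C; fluor ex450/em510.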
Caspase-1 inhib: qHTS Assay for Allosteric/Competitive Inhibitors of Caspase-1; actives 0.03% (n = 75,000); Caspase-1 enzyme, Ac-WEHD-AFC fluorogenic rate; Potency, µM (series often up to 57.5 µM), inactives show top-dose activity change, negative = inhibition, hits mostly inhibitors; P29466;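 further: potency means the concentration at half of the fitted maximal effect; plate controls were vehicle for no effect and no substrate for full effect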
4-MU autofl: qHTS Assay for Spectroscopic Profiling in 4-MU Spectral Region; compound autofluorescence, 340/450 nm, 4-MU equivalents; hits give high values; max dye-equivalent concentration, M; actives 11% (n = 59,000); AID 589, 2007; in the data active means max dye-equivalent concentration above about 10 nM; inconclusive means mostly about 1.1 nM to 9.6 nM
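Compounds in 100 mM Tris, pH 8.0, sat 15 min at room temperature before fluorescence was read at 340 nm excitation/450 nm emission; a per-plate six-point 4-MU standard curve converted signals to dye-equivalent concentration at each compound concentration.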
HEK293 cAMP ctrl: qHTS Assay for Agonists of the Thyroid Stimulating Hormone Receptor: Activators of Intracellular cAMP Concentrations in Parental HEK 293; parental HEK293 CNG cAMP sensor, membrane potential fluorescence; Potency, µM (series often up to 57.1 µM), without a hit: top-dose activation, most hits filed as activators; actives 2.5% (n = 73,000); AID 938, 2007; further: potency means the concentration at half of the fitted maximal effect; % of control where 0% means no effect; nearly all actives have a fitted effect of over 55% in size
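Parental HEK 293 cells stably expressing a cAMP-gated CNG channel were loaded with membrane potential dye containing 100 uM RO 20-1724 for 60 min. Compound added for 30 min; depolarization read as fluorescence intensity at 590 nm.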
Rhodamine autofl: qHTS Assay for Spectroscopic Profiling in Rhodamine Spectral Region | Rhodamine-region fluorescence, 547/598 nm, Tris buffer; hits give high values | max dye-equivalent concentration, M | actives 0.05% (n = 59,000); in the data active means max dye-equivalent concentration above about 11 nM; inconclusive means between about 1.1 nM and that limit
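Intrinsic compound fluorescence, ex 547 / em 598 nm, CCD imager. Tris 100 mM pH 8.0; 15 min RT. Output = rhodamine dye-equivalent concentration at each compound concentration.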
A350 autofl: qHTS Assay for Spectroscopic Profiling in A350 Spectral Region | Compound autofluorescence, 340/450 nm, Alexa 350 dye-equivalents; hits give high values | max dye-equivalent concentration, M | actives 11% (n = 59,000) | AID 590, 2007; in the data active means max dye-equivalent concentration above about 10 nM; inconclusive means mostly about 1.1 nM to 9.6 nM
TexasRed autofl: qHTS Assay for Spectroscopic Profiling in Texas Red Spectral Region; Compound fluorescence, Texas Red channel, 547/618 nm; hits give high values; max dye-equivalent concentration, M; actives 0.06% (n = 59,000); in the data active means max dye-equivalent concentration above about 10 nM; inconclusive means between about 1.1 nM and that limit
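Pin-transferred compounds and Texas Red standards go into 100 mM Tris buffer, pH 8.0. After 15 min at room temperature, plates are imaged with 547/618 nm filters. Each value is a dye-equivalent concentration derived from the per-plate dye curve.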
The depositor's hits bear a star; i = inactive; ? = inconclusive; / = no result given; [ ] = another dose, or the depositor's remark. Unless noted, the call rests on the fitted dose curve; in most records, active means well fitted curve in the direction sought with a large enough effect; inconclusive means small, poorly fitted or top-dose-only effect, or another doubt; inactive means no such curve, though single readings can be large; an effect the other way counts as inactive or inconclusive. A portion of the library; rates above refer to the full screens.

SMILES | Caspase-7 inhib | Fluorescein fluor | FLuc inh | ERK AVP block | Tau filament bind | Caspase-1 inhib | 4-MU autofl | HEK293 cAMP ctrl | Rhodamine autofl | A350 autofl | TexasRed autofl
O=C(OCc1nc2ccccc2s1)c1ccc(Br)s1 | -8% | i | -4% | 5% | -1% | -10% | ? | ? | i | ? | i
Cc1nnc2c3ccccc3c(-c3ccccc3)nn12 | 0% | ? | 3% | ? | 5% | -1% | i | ? | i | ? | i
Cc1cc(C)n(-c2c(F)c(F)c(CN3CCOCC3)c(F)c2F)n1 | 1% | i | 5% | 9% | 9% | 0% | i | -1% | i | i | i
COC(=O)c1ccc(C2/C(=C(\O)c3ccc4c(c3)OCCO4)C(=O)C(=O)N2CCCN(C)C)cc1 (stereo not given) | / | i | 1%[25.5 µM] | / | / | / | ? | / | i | ? | i
COC(=O)c1ccccc1NC(=O)c1cncc(Br)c1 | -1% | i | 0% | ? | 10% | -1% | i | 19% | i | i | i
COc1cccc(S(=O)(=O)Nc2cccnc2)c1 | 2% | i | 1% | -12% | -2% | -2% | i | 0% | i | i | i
O=C(O)CCC(=O)N1CCc2cc(S(=O)(=O)NC3CCCc4ccccc43)ccc21 (stereo not given) | 1% | i | -1% | 18% | 9% | 1% | ? | 8%[2.29 µM] | i | ? | i
CC1CCN(C(=O)CSc2nc3c(cnn3-c3ccc(Cl)cc3)c(=O)[nH]2)CC1 | 1% | / | -3% | / | 28% | -1% | / | -3% | / | / | /
COc1ccc(C2C(C#N)=C(/N=C/N3CCN(C)CC3)OC3=C2C(=O)CC(C)(C)C3)cc1OC (stereo not given) | 0% | i | 1% | -10% | 4% | 0% | 6e-07M* | 8% | i | 5.7e-07M* | i
COc1ccc(OC)c(NC(=O)CS(=O)(=O)Cc2nc(-c3ccccc3C)oc2C)c1 | -5% | / | 1% | -19% | -11% | -3% | / | 19% | / | / | /
Cc1ccc(S(=O)(=O)N=C2SCCCS2)cc1 | -2% | / | -3% | -21% | 2% | -6% | / | 8% | / | / | /
CC1CCCC(NC(=O)c2ccc3c(c2)N(Cc2ccccc2)C(=O)CS3=O)C1C (stereo not given) | -4% | / | -1% | -6% | -6% | -2% | / | ? | / | / | /
COc1ccc(OC)c([C@H]2Nc3ccccc3NC3=C2C(=O)CC(C)(C)C3)c1Br | / | i | -8%[11.4 µM] | / | -29% | / | i | -14% | i | i | ?
CC(C)CNC(=O)c1c(N)n(/N=C/c2cccnc2)c2nc3ccccc3nc12 | / | ? | 1%[25.5 µM] | / | / | / | ? | / | i | ? | i
COc1ccc(C(=O)c2coc3ccc(O)c(CN4CCCCC4)c23)cc1 | 2% | / | 1% | / | 3% | 0% | / | 18% | / | / | /
CCCc1cc(=O)n2c(nc3ccccc32)[nH]1 | -1% | ? | -29% | -14% | 14% | 0% | 2.4e-08M* | 5% | i | 2.1e-08M* | i
COC(=O)c1ccccc1NC(=O)n1cc(C)cn1 | 2% | ? | -1% | -21% | -9% | 0% | 8.1e-08M* | 7% | i | 9.2e-08M* | i
CC(=O)C1(C)OC(N)=C(C#N)C(c2ccccc2)C1(C#N)C#N (stereo not given) | / | 1.1e-08M* | -6%[25.5 µM] | / | / | / | 2e-08M* | / | i | 2.7e-08M* | i
N#CCCN(C(=O)CN1C(=O)NC2(CCCC2)C1=O)c1ccccc1F | 0% | i | -1% | -20% | -1% | 2% | i | 8% | i | i | i
Cc1cc(C(=O)NCc2ccc(S(N)(=O)=O)cc2)cs1 | -1% | i | 2% | -2% | 2% | 0% | i | -1% | i | i | i
COC(=O)c1ccc(C2/C(=C(/O)c3ccc(OC)cc3)C(=O)C(=O)N2CC2CCCO2)cc1 (stereo not given) | -4% | i | 4% | -11% | -12% | -1% | i | ? | i | ? | i
COc1cc(-c2c(C#N)c(N)nc3c2CCCC3)cc(OC)c1OC | -14% | i | 4% | ? | -11% | -14% | 3.2e-08M* | 20% | i | 1.2e-08M* | i
CCOc1ccc(-c2nnn(CC(=O)Nc3cc(OC)ccc3OC)n2)cc1OCC | 1% | i | 1% | -10% | 442% | -4% | i | 13% | i | ? | ?
CCC(=O)n1nc(-c2ccc(OC)cc2)nc1N | -1% | ? | -8% | -10% | 9% | -1% | i | 4% | i | ? | i
COC(=O)C(NC(=O)c1ccc(F)cc1)(Nc1nc(C)cs1)C(F)(F)F (stereo not given) | / | i | 0%[25.5 µM] | / | / | / | i | / | i | i | i
COCCn1nnnc1C(c1cc2ccc(OC)cc2[nH]c1=O)N1CCc2ccccc2C1 (stereo not given) | -14% | i | -2% | -2% | 2% | -15% | 1.7e-08M* | -5% | i | 1.8e-08M* | ?
CC1=C(C(N)=O)C(c2ccccn2)n2nc(SCc3ccccc3Cl)nc2N1 (stereo not given) | -2% | ? | 1% | -8% | 0% | 0% | i | -11% | i | i | i
CNc1nc(C)nc(-n2nc(C)cc2C)n1 | 1% | i | -2% | -15% | 2% | 1% | i | -1% | i | i | i
c1csc(-c2nnsc2-c2nc3ccccc3[nH]2)c1 | -6% | ? | -3% | ? | ? | -4% | i | ? | i | i | i
Cc1ccc(C(=O)Nc2cccc(C(=O)O)c2)cc1S(=O)(=O)N1CCCCC1 | 0% | / | 13µM* | -20% | 3%[11.4 µM] | -3% | / | 16%[11.4 µM] | / | / | /
CCN1CCCC1CNS(=O)(=O)c1cc(Br)cc2c1N(C(=O)C1CC1)CC2 (stereo not given) | 0% | i | 1% | 0% | 12% | 2% | i | 22% | i | i | i
CCOC(=O)C1=C(c2ccccc2)Nc2ncnn2C1c1cc(OC)cc(OC)c1OC (stereo not given) | 0% | ? | 0% | ? | -8% | 2% | i | 21% | i | i | i
CCCCC(=O)Nc1cccc(NC(=O)c2ccc(Br)o2)c1 | -3% | ? | -3% | -15% | -22% | -1% | i | 10% | i | i | i
CCOC(=O)C1(C)NC(c2cc(OC)c(OC)c(OC)c2)C2C(=O)N(CC)C(=O)C21 (stereo not given) | -2% | i | -8% | 6% | -5% | 0% | i | 9% | i | i | i
O=C(COn1nnc2ccc(C(F)(F)F)cc21)Nc1nnc(-c2ccccc2)o1 | 2% | i | -2% | 31%[activator] | -4% | -1% | i | 10% | i | i | i
Cc1occc1C(=O)Nc1cc(C(F)(F)F)ccc1Cl | 0% | ? | 0% | 15% | -29% | 1% | i | ? | i | i | ?
N=c1ccn2c(n1)O[C@H]1[C@H](O)[C@@H](CO)O[C@H]12 | / | ? | 0%[11.4 µM] | / | ? | / | i | 2% | i | i | i
CC1CN(c2oc(-c3cccs3)nc2C#N)CC(C)O1 (stereo not given) | / | i | 1%[25.5 µM] | / | / | / | 1.5e-06M* | / | i | 1.7e-06M* | i
COc1cccc(C2=NOC(C(=O)Nc3cccnc3)C2)c1 (stereo not given) | -2% | i | 0% | 15% | -2% | 1% | i | 14% | i | i | i
N#C/C(=N\O)c1nc(-c2ccccc2)cs1 | / | ? | -2%[25.5 µM] | / | / | / | i | / | i | i | i
COc1ccc(S(=O)(=O)N(CC(=O)NCc2ccco2)c2ccccc2)cc1OC | 1% | i | 3% | -4% | 4% | -1% | i | 4% | i | i | ?
Cc1onc(-c2c(F)cccc2Cl)c1C(=O)N1CCCc2ccccc21 | -2% | ? | -2% | -4% | 4% | -1% | i | ? | i | ? | i
CC(=O)N(CC(C)(C)CC=C(C)C)c1ccccc1 | -1% | i | 3% | 4% | -8% | -1% | i | 29% | i | i | i
COc1ccc(-c2cc(C(=O)Nc3c(C)nn(Cc4ccc(Cl)cc4)c3C)no2)cc1 | -1% | i | 4% | 10% | i | -3% | i | 15% | i | i | i
C=CCC(O)(CCN1CCCCC1)c1ccccc1 (stereo not given) | 1% | i | 1% | -4% | -12% | 1% | i | 11% | i | i | i
CN1CCC2(CC1)NC(=O)NC2=O | 1% | i | 1% | -6% | -4% | -2% | i | 2% | i | i | i
CCOC(=O)c1nn(-c2ccccc2)c(C#N)c1NC(=O)c1nn(CC)cc1Br | -1% | i | 1% | -11% | 59% | -1% | i | 12% | i | i | i
O=C(O)c1ccc(COc2ccc(Cl)cc2)o1 | 0% | ? | -3% | -10% | 112% | 1% | i | 10% | i | i | ?

An excerpt from above in order of length of the SMILES, low to high:
SMILES | Caspase-7 inhib | Fluorescein fluor | FLuc inh | ERK AVP block | Tau filament bind | Caspase-1 inhib | 4-MU autofl | HEK293 cAMP ctrl | Rhodamine autofl | A350 autofl | TexasRed autofl
CC(=O)N(CC(C)(C)CC=C(C)C)c1ccccc1 | -1% | i | 3% | 4% | -8% | -1% | i | 29% | i | i | i
c1csc(-c2nnsc2-c2nc3ccccc3[nH]2)c1 | -6% | ? | -3% | ? | ? | -4% | i | ? | i | i | i
O=C(COn1nnc2ccc(C(F)(F)F)cc21)Nc1nnc(-c2ccccc2)o1 | 2% | i | -2% | 31%[activator] | -4% | -1% | i | 10% | i | i | i

High-throughput results deposited in PubChem BioAssay by National Center for Advancing Translational Sciences (NCATS).
